# RBBP9 inhibitor – inhibitors of human serine hydrolase RBBP9; O75884; recombinant RBBP9, FP-Rh probe fluorescence polarization; inhibition, % at 7.94 µM; hit rate 0.2% among 220,000;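 active = inhibition above the campaign mean of all tested compounds plus 3 SD, cut at about 14% in these data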;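 also: plate controls were DMSO wells with RBBP9 for no effect and wells lacking RBBP9 protein for full effect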
#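 Test system: recombinant human RBBP9; Timing: 30 min then 45 min, 25 °C; Detection: fluorescence polarization; Control set: RBBP9 with DMSO as uninhibited control, no-protein wells as full inhibition; Compound dosing: one concentration, 7.94 µM nominal, 0.794% DMSO; Probe or stimulus: FP-Rh activity-based probe, 375 nM before mixing.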
# NPY-Y1 antag – antagonists of human neuropeptide Y receptor Y1; hit rate 1% among 200,000; HEK293-CNG Y1 cells, membrane potential fluorescence; NPY at EC95, then isoproterenol; inhibition, % at 3.6 µM; P25929;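 active = inhibition above the campaign mean inhibition of all tested compounds plus 3 SD, cut at about 20% in these data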;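 also: 0% = DMSO wells given NPY plus isoproterenol and 100% = isoproterenol alone without NPY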
# Target sequence (P25929 whole entry, looked up): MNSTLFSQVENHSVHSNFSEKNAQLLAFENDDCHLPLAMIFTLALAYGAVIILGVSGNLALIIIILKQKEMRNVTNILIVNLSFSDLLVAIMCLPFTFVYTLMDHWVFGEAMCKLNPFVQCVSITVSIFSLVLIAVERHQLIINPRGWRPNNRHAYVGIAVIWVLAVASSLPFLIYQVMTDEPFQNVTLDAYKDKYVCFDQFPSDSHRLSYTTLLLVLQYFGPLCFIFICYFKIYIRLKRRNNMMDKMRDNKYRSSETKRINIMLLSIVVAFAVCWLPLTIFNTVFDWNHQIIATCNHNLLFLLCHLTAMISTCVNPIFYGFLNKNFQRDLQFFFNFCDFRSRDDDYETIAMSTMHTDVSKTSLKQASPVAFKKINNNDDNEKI
#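 Test system: HEK293 cells co-expressing NPY Y1 receptor and cyclic-nucleotide gated channel; Also added: NPY (25 nM), isoproterenol (1 µM), Ro 20-1724 (25 µM); Compound dosing: one concentration, 3.6 µM, in 0.4% DMSO; Timing: dye 3 h, compound 60 min room temperature, stimulation 45 min; Technique: Membrane-potential fluorescent dye readout.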
# Runt-CBFb FRET – blocks binding of human RUNX1 Runt domain to CBFb; hit rate 0.46% among 220,000; Cerulean-Runt/Venus-CBFb FRET ratio 530/480, 1 h; inhibition, % at 20 µM; AID 1496;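 active = inhibition over about 50% at 20 µM in the single-dose screen, limit read from the data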;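 also: 0% = DMSO wells and 100% = excess unlabeled CBFb competitor control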
#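 Doses: 20 µM compound in 1% DMSO | Material: Cerulean-labeled Runt domain protein | Amount: Each fluorescent fusion protein 100 nM | Schedule: Two 1 h room-temperature incubations shielded from light | Measured by: FRET fluorescence | Evaluation: Loss of energy transfer signal | Controls: Unlabeled CBFb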
# NPY1 pot ag – potentiators or agonists of human neuropeptide Y receptor Y1; activation, % at 3.6 µM; hit rate 0.37% among 220,000; P25929; NPY-Y1 expressing cells, potentiator/agonist activation; in the data active = activation above about 33%, passing the limit was not always enough;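 also: cells stimulated with NPY at EC10 then isoproterenol at EC100; 0% = low agonist plus stimulus and 100% = saturating agonist plus stimulus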
# MDM2 E3 inh – inhibitors of human Mdm2 E3 ubiquitin ligase | Q00987 | cell-based MDM2 ubiquitination luciferase reporter, 2 h; 0 = plate control, 100 = twice control, blank-subtracted | signal enhancement, % at 5 µM | hit rate 0.11% among 210,000 | AID 1230;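 active = signal enhancement of 30% or more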;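 also: luminescence tracks abundance of the self-degrading MDM2-luciferase fusion protein; higher signal means inhibition of MDM2 E3 ligase activity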
#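 Material: stable MDM2–luciferase fusion reporter cells / Quantity: 2000 cells/well / Dosing: single 5 µM compound dose, 0.2% final DMSO / Buffer or medium: DMEM / Schedule: 4 h cell settling then 2 h compound exposure, 37 °C / Detection: luminescence with SteadyLite reagent, 15 min at room temperature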
# Runt-SMMHC FRET – inhibitors of human RUNX1 Runt domain binding to CBFb-SMMHC; Q01196+Q13951; Cerulean-Runt/Venus-CBFb-SMMHC FRET ratio 530/480, 1 h; inhibition, % at 20 µM; hit rate 0.74% among 220,000; AID 1434;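 active = mean inhibition across duplicate retests at 20 µM reaching about 50%, limit read from the data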;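 also: 0% = DMSO wells and 100% = wells with excess untagged CBFb-SMMHC; inhibitors lower the FRET ratio by blocking Runt binding to CBFb-SMMHC; some results filed as inactive read as strong as hits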
# p97 inhibitor – blocks human p97 ATPase activity; P55072; recombinant p97 ATPase, Kinase-Glo ATP luminescence, 3 h; inhibition, % at 8 µM; hit rate 0.42% among 220,000; in the data active = inhibition above about 15%;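 also: 0% = DMSO vehicle and 100% = wells lacking enzyme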
# Hck-Nef inh – inhibitors of human Hck kinase activated by Nef; Recombinant Hck-YEEI plus Nef, Z-Lyte FRET kinase assay; inhibition, % at 20 µM; hit rate 0.68% among 220,000; AID 463187;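 active = Hck-Nef kinase inhibition above about 50%, limit read from the data; inactive = inhibition below that limit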;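 also: 0% = DMSO with Hck plus Nef and 100% = Hck alone without Nef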
# NPY-Y2 PAM-ag – human NPY-Y2 potentiation or agonism, primary screen | P49146 | cells expressing NPY-Y2, potentiator/agonist read-out | activation, % at 3.6 µM | hit rate 0.45% among 220,000 | AID 1359; in the data active = activation above about 27%;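 also: cells stimulated with NPY near EC25 plus isoproterenol at EC100; 0% = vehicle plus submaximal agonist and 100% = vehicle plus saturating agonist; some results beyond the cut were filed as inactive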
# Target sequence (P49146 whole entry, looked up): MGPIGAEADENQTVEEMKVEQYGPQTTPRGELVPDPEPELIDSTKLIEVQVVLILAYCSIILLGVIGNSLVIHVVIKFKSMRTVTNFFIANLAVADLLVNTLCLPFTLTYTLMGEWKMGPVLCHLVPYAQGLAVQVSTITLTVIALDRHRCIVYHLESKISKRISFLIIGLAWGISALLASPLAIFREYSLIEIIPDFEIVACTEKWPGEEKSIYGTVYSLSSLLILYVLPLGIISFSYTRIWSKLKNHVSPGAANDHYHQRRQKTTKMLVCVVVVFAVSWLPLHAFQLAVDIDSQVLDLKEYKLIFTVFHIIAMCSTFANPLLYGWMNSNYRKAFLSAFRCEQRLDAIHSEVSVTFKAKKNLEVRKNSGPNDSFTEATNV
# The depositor's hits bear a star; x = no result given. An unsorted share of the library; 3.5% or so of the library scored in one or more.
RBBP9 inhibitor	NPY-Y1 antag	Runt-CBFb FRET	NPY1 pot ag	MDM2 E3 inh	Runt-SMMHC FRET	p97 inhibitor	Hck-Nef inh	NPY-Y2 PAM-ag	SMILES
6	x	0	24	-4	-3	8	6	10	COc1ccc(NC2=CC(c3ccccc3)N(c3ccc(OC)cc3)C2=O)cc1 (stereo unspecified)
-7	-2	-4	-15	-13	-1	-9	-1	-5	Cc1cc(C)c(NC(=O)CS(=O)CC(=O)NCCCc2ccccc2)c(C)c1 (stereo unspecified)
-2	8	-1	-9	-7	4	3	4	2	CCOc1ccc(Cl)cc1/C=N/NC(=O)CNC(=O)c1ccccc1
0	0	3	-9	-5	1	-6	-16	-24	COc1ccc(N2CCC(CNS(=O)(=O)c3cccc(C(F)(F)F)c3)C2)cc1 (stereo unspecified)
1	0	-2	4	-9	0	-1	34	0	CC(C)(C)c1ccc(C(=O)Nc2ncn[nH]2)cc1
-1	-2	7	1	-1	-2	-1	20	-9	CNC(=S)NNc1nncc2ccccc12
-5	0	-3	19	-26	-4	5	1	29	COc1cc(NC(=O)c2ccco2)c(OC)cc1NC(=O)Nc1ccccc1Cl
-2	4	0	-3	-6	0	-6	0	-1	Cc1scc(C(=O)NNC(=S)NCC2CCCO2)c1C (stereo unspecified)
-6	1	0	4	-15	0	2	-9	12	Cc1ccc(C)n1-c1cccc(S(=O)(=O)N2CCOCC2)c1
0	-2	5	3	-18	-1	9	21	4	N/C(=N\NC(=O)c1ccccc1Cl)c1cc2ccccc2oc1=O
-1	4	-1	17	-6	-2	1	1	12	COc1ccc(NC(=O)C2(c3ccc(NC(=O)c4ccc(OC)c(OC)c4)cc3)CCCC2)cc1
-8	x	65*	1	-1	82*	3	39	2	CCOC(=O)Nc1c2ccccc2nc2ccccc12
-5	x	0	-3	5	-16	3	26	4	CCOC(=O)c1sc(N)c(C(=O)OCC)c1C
-9	1	2	8	4	3	4	17	5	O=C(NC1CCN(C(=S)NCc2ccco2)CC1)c1cccc(F)c1
0	13	-1	-23	-11	-12	-3	1	-28	Cc1nc(SCc2ccc(Br)cc2)[nH]c(=O)c1C
5	4	0	-29	-8	-1	-2	-1	-17	O=C(OCc1nc2ccccc2s1)c1cccs1
3	0	1	9	-20	2	0	4	-6	COc1ccc(N2CCN(CCCNC(=O)C3CCCN(S(=O)(=O)c4c(C)n[nH]c4C)C3)CC2)cc1 (stereo unspecified)
-6	-2	3	0	-20	0	2	7	-10	COc1cccc(N2CCN(C(=O)C3CCCN(S(=O)(=O)c4cnc[nH]4)C3)CC2)c1 (stereo unspecified)
-7	-7	-3	11	8	4	3	3	-4	C=CCN(c1ccccc1)S(=O)(=O)c1cccc(C(=O)Nc2nnc(SCC)s2)c1
-6	2	0	13	-2	0	2	5	11	Cc1ccc(C)c(NC(=S)NCc2cccs2)c1
1	-6	1	2	-5	-2	1	3	-1	O=C(Cn1cnc2ccccc2c1=O)Nc1ccc(S(=O)(=O)N2CCOCC2)cc1
-8	0	-6	-10	-3	-3	3	15	8	CCN(c1ccccc1)S(=O)(=O)c1ccc(OC)c(NC(=O)Cn2cnc3c2c(=O)n(C)c(=O)n3C)c1
-4	5	-2	4	-13	4	2	19	3	O=C(CSc1nc2ccccc2s1)N/N=C/c1ccc(C(=O)O)cc1
2	2	-1	-3	3	1	2	3	8	CCN1CCN(C(=O)CCc2nc3ccccc3n2-c2ccccc2)CC1
-2	4	x	8	-20	x	6	0	-2	CCN(CC(=O)NC1CCS(=O)(=O)C1)C(=O)COc1ccccc1-c1ccccc1 (stereo unspecified)
-5	5	x	-14	-5	-4	-5	-1	-10	C=CCN1C(=O)C(Cc2ccc(Br)cc2)S/C1=N\N=C\c1ccco1 (stereo unspecified)

# Ordered by molecular weight (smallest number first): 13 of the compounds above.
RBBP9 inhibitor	NPY-Y1 antag	Runt-CBFb FRET	NPY1 pot ag	MDM2 E3 inh	Runt-SMMHC FRET	p97 inhibitor	Hck-Nef inh	NPY-Y2 PAM-ag	SMILES
-1	-2	7	1	-1	-2	-1	20	-9	CNC(=S)NNc1nncc2ccccc12
1	0	-2	4	-9	0	-1	34	0	CC(C)(C)c1ccc(C(=O)Nc2ncn[nH]2)cc1
-8	x	65*	1	-1	82*	3	39	2	CCOC(=O)Nc1c2ccccc2nc2ccccc12
5	4	0	-29	-8	-1	-2	-1	-17	O=C(OCc1nc2ccccc2s1)c1cccs1
-2	8	-1	-9	-7	4	3	4	2	CCOc1ccc(Cl)cc1/C=N/NC(=O)CNC(=O)c1ccccc1
2	2	-1	-3	3	1	2	3	8	CCN1CCN(C(=O)CCc2nc3ccccc3n2-c2ccccc2)CC1
-4	5	-2	4	-13	4	2	19	3	O=C(CSc1nc2ccccc2s1)N/N=C/c1ccc(C(=O)O)cc1
-7	-2	-4	-15	-13	-1	-9	-1	-5	Cc1cc(C)c(NC(=O)CS(=O)CC(=O)NCCCc2ccccc2)c(C)c1 (stereo unspecified)
-5	5	x	-14	-5	-4	-5	-1	-10	C=CCN1C(=O)C(Cc2ccc(Br)cc2)S/C1=N\N=C\c1ccco1 (stereo unspecified)
1	-6	1	2	-5	-2	1	3	-1	O=C(Cn1cnc2ccccc2c1=O)Nc1ccc(S(=O)(=O)N2CCOCC2)cc1
-2	4	x	8	-20	x	6	0	-2	CCN(CC(=O)NC1CCS(=O)(=O)C1)C(=O)COc1ccccc1-c1ccccc1 (stereo unspecified)
-6	-2	3	0	-20	0	2	7	-10	COc1cccc(N2CCN(C(=O)C3CCCN(S(=O)(=O)c4cnc[nH]4)C3)CC2)c1 (stereo unspecified)
-7	-7	-3	11	8	4	3	3	-4	C=CCN(c1ccccc1)S(=O)(=O)c1cccc(C(=O)Nc2nnc(SCC)s2)c1

# Source: PubChem
